5HT1E antag: antagonists of human 5-HT1E serotonin receptor | P28566 | CHO 5-HT1E Ga15 NFAT-bla reporter, FRET, antagonist | inhibition, % at 6 µM | 0.99% of 65,000 active;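 active means inhibition above a set limit, the mean inhibition across every tested compound plus 3 SD, cut at about 29% in these data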;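 further: signal is the 460 over 535 nm emission ratio of beta-lactamase substrate; 0% = agonist plus DMSO wells and 100% = wells without agonist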
Target sequence (P28566 whole entry, looked up): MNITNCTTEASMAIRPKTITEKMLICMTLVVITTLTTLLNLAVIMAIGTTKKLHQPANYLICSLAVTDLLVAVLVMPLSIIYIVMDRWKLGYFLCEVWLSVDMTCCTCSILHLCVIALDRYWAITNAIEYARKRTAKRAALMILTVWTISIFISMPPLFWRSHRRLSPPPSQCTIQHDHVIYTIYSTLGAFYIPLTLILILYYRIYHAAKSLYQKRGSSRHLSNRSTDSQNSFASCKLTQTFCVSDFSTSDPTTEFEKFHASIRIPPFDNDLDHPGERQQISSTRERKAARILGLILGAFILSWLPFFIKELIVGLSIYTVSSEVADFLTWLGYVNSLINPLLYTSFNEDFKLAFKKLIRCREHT
RORA act: activators of human nuclear receptor RORA. P35398. CHO-K1 Gal4-RORA LBD luciferase reporter, luminescence; percent increase over mock-subtracted basal signal. activation, % at 10 µM. 1.5% of 65,000 active. AID 560;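 active means activation above the mean of all tested compounds plus 3 SD, cut at about 49% in these data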;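 further: 0% = DMSO-treated RORA cells and 100% = added signal equal to DMSO minus mock-transfected cells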
Target sequence (P35398 whole entry, looked up, the tested form may be a part): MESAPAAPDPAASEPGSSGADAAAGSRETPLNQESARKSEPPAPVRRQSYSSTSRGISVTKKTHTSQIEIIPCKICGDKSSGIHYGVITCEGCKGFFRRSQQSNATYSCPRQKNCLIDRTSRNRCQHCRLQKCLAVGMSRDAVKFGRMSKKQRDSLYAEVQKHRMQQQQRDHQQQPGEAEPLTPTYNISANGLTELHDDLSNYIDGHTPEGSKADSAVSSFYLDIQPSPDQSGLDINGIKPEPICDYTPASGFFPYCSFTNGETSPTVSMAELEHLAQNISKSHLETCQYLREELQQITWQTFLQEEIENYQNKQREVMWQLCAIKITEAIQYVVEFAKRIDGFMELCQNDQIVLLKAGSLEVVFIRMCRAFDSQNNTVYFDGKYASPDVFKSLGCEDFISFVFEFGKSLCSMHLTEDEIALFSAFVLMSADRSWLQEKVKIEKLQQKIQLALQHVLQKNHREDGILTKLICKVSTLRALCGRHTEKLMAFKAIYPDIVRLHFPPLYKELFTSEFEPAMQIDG
MMP-13 inhibitor: MMP13 (human) collagenase inhibition; inhibition, % at 4 µM; P45452; AID 570; MMP-13 fTHP FRET cleavage, Mca fluorescence; 0.07% of 65,000 active;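 active means inhibition above the mean of compound-free control plate wells plus 3 SD, cut at about 14% in these data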;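 further: 0% = DMSO wells and 100% = wells with reference MMP-13 inhibitor after basal subtraction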
5HT1a antag: blocks the human serotonin 5-HT1a receptor | inhibition, % at 10 µM | 0.68% of 62,000 active | CHO 5-HT1a Ga15 NFAT-bla reporter, antagonist mode;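 active means inhibition above the mean of all tested compounds plus 3 SD, cut at about 43% in these data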;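 further: receptor stimulated by 5-CT agonist at 100 nM near EC80; beta-lactamase reporter measured by ratiometric fluorescence of a cleavable substrate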
HTR1E agonist: 5-HT1E (human) receptor agonism | AID 574 | CHO 5-HT1E Ga15 NFAT-bla reporter, FRET; 0% DMSO wells, 100% control agonist wells | activation, % at 6 µM | 0.69% of 65,000 active;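 active means activation above a set limit, the screen-wide mean activation plus 3 SD, cut at about 8.5% in these data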;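 further: 100% = positive control agonist at 1 µM giving full maximal response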
NADH coupling: blocks coupling enzymes of NAD/NADH assays; coupled PK/LDH NADH assays, four targets; IC50, µM (series often up to 10 µM), for the others: at the top dose inhibition; 0.02% of 65,000 active;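 active means single-dose screening hits from any of four coupled enzyme assays that gave an IC50 when retested across doses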;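 further: the DPM-DC format reads NADH fluorescence rather than 340 nm absorbance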
SF1 activator: activates the human nuclear receptor SF-1; activation, % at 10 µM; Q13285; AID 522; 1.9% of 65,000 active; CHO-K1 Gal4-SF-1 LBD luciferase reporter; % increase over DMSO SF-1-specific signal;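 active means activation above the mean activation of all tested compounds plus 3 SD, cut at about 50% in these data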
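Material: Transient Gal4-SF-1 LBD reporter, CHO-K1 | Input: 4,000 cells/well | Dosing: One dose, 10 µM compound, 1% DMSO | Incubation: 20 h compound treatment, 37 °C | Detection: SteadyLite luciferase luminescence | Evaluation: Percent activation relative to DMSO median and mock-transfected background | Benchmarks: DMSO-treated SF-1-transfected cells as negative, DMSO-treated mock-transfected cells lacking SF-1 as background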
HTR1A agonist: agonists of human 5-HT1a serotonin receptor; AID 567; activation, % at 10 µM; P08908; 0.56% of 65,000 active; CHO 5-HT1a Ga15 NFAT-bla reporter, FRET ratio; 0% basal, 100% maximal reference agonist;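 active means activation above the screen-wide mean activation plus 3 SD, cut at about 19% in these data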;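 further: 0% = DMSO wells and 100% = 5-CT at EC100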
Ecoli tolC: growth inhibitors of E. coli BW25113 tolC mutant; OD615; growth inhibition, % at 10 µM (by protocol); 2.2% of 65,000 active; AID 573;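 active means growth inhibition at or above a cutoff equal to the mean over every tested compound plus 3 SD, cut at about 60% in these data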;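 further: growth measured after 20 h incubation at 37 °C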
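Test system: tolC-deleted E. coli BW25113 | Medium: LB with kanamycin 50 µg/mL | Compound dosing: Single concentration, 10 µM final per compound | Schedule: 37 °C, 20 h exposure | Measured by: OD at 615 nm | Evaluation: Percent growth inhibition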
Starred values were filed as active, the others as inactive; . = not tested or not shown; [ ] = remark or other dose. This is a random part of the collection; about 7.2% have a hit in one of these screens.

Structure	5HT1E antag	RORA act	MMP-13 inhibitor	5HT1a antag	HTR1E agonist	NADH coupling	SF1 activator	HTR1A agonist	Ecoli tolC
O=C(NC1CCCC1)c1cnn2c(C(F)(F)F)cc(-c3ccco3)nc12	1.9	-8.3	-7.0	10.8	0.9	15.0%	2.9	2.6	35.4
Cc1nc2sc(C(c3cccc(F)c3)N3CCC(C)CC3)c(O)n2n1 (centres undefined)	2.2	-10.7	-1.7	-6.7	0.0	3.0%	3.1	0.7	-7.5
CC(=O)Oc1ccc(N(C(C)=O)S(=O)(=O)c2cccs2)cc1	-6.0	-25.9	-6.7	-3.1	0.2	1.0%	-12.1	0.0	-2.1
Cn1c(=O)c2c(nc(NCCCN3CCOCC3)n2Cc2ccc(Cl)cc2Cl)n(C)c1=O	-3.9	-7.3	-7.0	-5.9	0.9	7.0%	-5.5	-2.8	-21.6
COc1ccccc1N1CCN(CCNC(=O)Nc2cccc(C)c2C)CC1	6.0	-11.6	-1.2	12.9	7.5	5.0%	10.9	40.5*	19.0
O=C(NCCN1CCN(c2ccccc2F)CC1)C1CCCN(S(=O)(=O)c2cnc[nH]2)C1 (centres undefined)	23.8	19.4	-11.7	25.3	0.5	8.0%	7.8	2.3	-16.4
O=C1c2ccccc2C(Nc2cccnc2)N1Cc1ccccc1Cl (centres undefined)	14.8	6.6	2.1	7.0	1.2	2.0%	-10.3	-1.0	7.2
Cn1c(=O)c2c(nc(CN3CCC(C(N)=O)CC3)n2Cc2ccccc2F)n(C)c1=O	3.5	-14.2	-3.0	-8.5	-0.2	2.0%	-2.0	0.3	-27.8
COc1ccccc1N1CCN(C(=O)CSc2nnc3n2C(C)(C)Cc2ccccc2-3)CC1	-6.4	-34.3	-12.1	-5.7	-0.1	4.0%	-20.9	-2.1	30.2
CCOC(=O)C1CCN(C(=O)COc2ccc(Br)cc2)CC1	-2.2	-13.1	0.1	-6.3	0.4	1.0%	-0.5	-0.2	6.0
CS(=O)(=O)N(CC(=O)N1CCCCC1)c1ccc2c(c1)OCO2	-3.5	4.2	-5.7	9.3	-1.0	4.0%	-17.4	0.4	-19.0
CCOC(=O)C1CCN(c2c(N(C)Cc3ccco3)c(=O)c2=O)CC1	2.9	-0.5	6.7	-1.5	1.1	4.0%	1.8	-2.2	-9.8
CCOc1ccc(CNC(=O)NS(=O)(=O)c2ccc(OC)cc2)cc1	-0.6	-18.9	-3.0	-5.1	-0.4	3.0%	-19.9	0.3	3.5
COc1cccc(C(=O)Nc2cc(NC(=O)c3ccco3)ccc2OC)c1	15.4	-2.4	5.9	13.1	-0.8	3.0%	3.9	-1.7	-4.4
COc1cc(C(c2sc3nc(C)nn3c2O)N2CCOCC2)cc(OC)c1OC (centres undefined)	3.1	3.6	1.8	8.5	-0.4	2.0%	4.2	-4.5	-0.3

The results go on:
Structure	5HT1E antag	RORA act	MMP-13 inhibitor	5HT1a antag	HTR1E agonist	NADH coupling	SF1 activator	HTR1A agonist	Ecoli tolC
CCn1cc(C(=O)NCC2CCCO2)c(=O)c2cc(S(=O)(=O)N3CCC(C)CC3)ccc21 (centres undefined)	-5.7	-4.8	-3.2	-22.0	-0.5	6.0%	-9.1	0.1	4.5
CS(=O)(=O)Nc1ccccc1C(=O)N1CCCC1	18.6	-10.4	4.9	-6.0	-1.2	12.0%	-12.4	-0.5	-30.4
N#Cc1c2c(nc(N)c1-c1ccccc1)CCCCC2	1.8	8.7	-3.9	1.7	0.5	.	-6.7	1.1	.
O=C(c1ccccc1)n1c(=S)nc2ccccn21	5.7	7.4	1.7	.	-0.4	4.0%	45.1	2.3	0.3
Cc1cc(C)nc(-n2nc(C)cc2NC(=O)c2cc(=O)c3ccccc3o2)n1	-1.7	-13.1	-11.1	-9.0	6.7	5.0%	-5.6	0.4	-5.6
Nc1nc(SCC(=O)N2CCCC2)[nH]c(=O)c1-c1ccccc1	5.1	-12.5	2.8	-6.2	-0.4	6.0%	7.6	-3.6	-5.5
CCOC(=O)C1CCCN(C(=O)c2cn(CC(C)C)c(=O)c3cc(OC)c(OC)cc23)C1 (centres undefined)	2.7	3.1	1.2	-5.5	-0.3	7.0%	4.6	1.7	1.5
Cc1cc(NCCCN)nc(-c2ccccc2O)n1	-46.9	46.8	-9.8	-5.5	0.8	7.0%	25.5	-0.6	-4.6
COCc1cc(=O)n2c(-c3ccc(C)cc3)n[nH]c2n1	4.3	7.9	-9.8	2.3	0.7	5.0%	14.4	-0.3	-4.8
COc1ccc(C(=O)Nc2ccccc2)cc1S(=O)(=O)Nc1cc(C)on1	3.5	-5.5	3.6	10.2	-0.5	0.0%	-10.5	0.3	6.3
COc1cccc(-n2c(SCC(N)=O)nc3c([nH]c4ccccc43)c2=O)c1	3.5	10.5	-1.8	15.0	0.5	4.0%	17.5	-3.0	7.5
O=S(=O)(Cc1ccc(Cl)cc1)Nc1ccc2c(c1)OCO2	0.4	18.5	2.4	-3.2	0.2	4.0%	7.4	-2.5	24.1
O=c1c2cnn(-c3ccccc3)c2ncn1Cc1ccccn1	10.9	-12.7	-7.1	5.4	0.1	6.0%	-6.4	-3.3	-4.2
CC(C)NC(=O)Cn1cc(C#N)c2cc(Br)ccc21	3.6	-4.8	-0.7	15.8	0.1	3.0%	-7.8	-3.7	-11.5
Cc1cc(NC(=O)CSc2ncn(-c3ccccc3)n2)no1	12.5	-15.1	-1.4	3.1	-0.4	8.0%	2.1	-2.5	-0.3

More results
Structure	5HT1E antag	RORA act	MMP-13 inhibitor	5HT1a antag	HTR1E agonist	NADH coupling	SF1 activator	HTR1A agonist	Ecoli tolC
CCc1cccc(OCCCCNCCOC)c1	-7.8	-14.2	-1.1	-2.1	2.7	13.0%	-3.9	-1.4	-8.3
COc1ccc(Cn2c3nc4ccccc4nc3c3c(=O)n(Cc4ccco4)cnc32)cc1	24.6	-6.7	-3.7	23.4	0.0	5.0%	-19.6	-3.6	1.6
COc1ccc(CCC(=O)NC2=NCCS2)cc1OC	-9.7	-30.1	-7.1	-3.3	-0.3	4.0%	-4.8	-1.5	-20.1
O=C(O)Cn1c(P(=O)(O)c2ccccc2)nc2ccccc21	-4.7	6.9	-0.3	-4.1	0.4	11.0%	-1.8	-4.2	-18.9
O=c1c2ccccc2nc2n1CCCCN2	-0.3	0.6	-98.9[fluorescence artefact?]	11.5	-1.9	6.0%[fluoresces]	5.1	1.8	10.4
Cc1ccc(NC2=NCC(=O)N2Cc2ccc3c(c2)OCO3)c(C)c1	0.6	-22.7	5.2	-4.1	0.0	3.0%	-9.0	1.2	18.0
COc1ccccc1NC(=O)C1=C(C)Nc2nc(CCCO)nn2C1c1cccnc1 (centres undefined)	6.5	-4.4	6.2	5.2	-0.1	3.0%	-4.7	-1.8	-3.2
COc1ccc(-c2cc3nc4c(c(=O)n3[nH]2)CCC4)cc1	-7.0	53.5*	-81.8[fluorescence artefact?]	10.5	0.0	7.0%[fluoresces]	63.4*	-1.3	7.8
O=C(c1ccc(S(=O)(=O)N2CCC(c3nc4ccccc4[nH]3)CC2)cc1)N1CCOCC1	4.9	9.3	6.2	10.4	0.0	4.0%	-8.7	-0.4	4.0
Cc1cc(C)n(-c2cc(N3CCOCC3)nc(-c3ccccc3)n2)n1	-4.0	-8.7	0.7	5.4	3.1	12.0%	1.6	5.7	-2.1
CCC1CCCCN1C(=O)CSc1nnc(-c2ccco2)o1 (centres undefined)	8.0	48.8*	-9.9	5.5	-1.2	1.0%	52.3*	1.6	-1.0
Cc1ccc2cc(CN(CCO)Cc3nnnn3Cc3ccc(F)cc3)c(=O)[nH]c2c1	-2.7	-8.9	-16.4	2.7	-0.3	6.0%	0.1	0.5	2.2
O=C(CC(SCc1ccco1)c1ccc(O)cc1)c1cccs1 (centres undefined)	-3.9	87.3*	-3.4	10.7	-0.9	2.0%	30.8	-5.4	24.2
O=C(CN1CCC(O)(c2ccc3c(c2)OCO3)CC1)N1CCOCC1	5.5	11.8	3.3	5.2	0.5	5.0%	-0.3	-0.9	-21.1
O=c1[nH]c(CSc2nnc(-c3ccco3)n2-c2ccccc2)nc2sc3c(c12)CCC3	-1.3	-23.4	3.3	-0.8	0.2	5.0%	9.9	-1.4	14.1

The list goes on:
Structure	5HT1E antag	RORA act	MMP-13 inhibitor	5HT1a antag	HTR1E agonist	NADH coupling	SF1 activator	HTR1A agonist	Ecoli tolC
N#CCCn1ncn(-c2ccccc2)c1=S	-0.9	12.1	-2.1	-5.6	-1.2	3.0%	4.3	-2.6	-17.5
CC(=O)N1CCN(c2ccc(N=Cc3c(O)n(Cc4ccccc4)c(=O)[nH]c3=O)cc2)CC1	-3.5	-17.1	2.0	-8.2	-0.2	1.0%	-14.6	-0.3	12.1
C=CC[N+](C)(C)CCCNC(=O)/C=N/O	-1.7	13.7	3.9	.	0.2	6.0%	8.8	-0.1	-4.5
Cc1n[nH]c(C)c1SCC(=O)Nc1ccc(F)cc1	6.9	-11.3	2.1	2.8	-0.1	5.0%	-2.8	-3.8	-10.5
COc1ccc(C(=O)n2c(-c3ccco3)nc3ccccc32)cc1	28.3	65.0*	2.7	35.3	1.5	5.0%	-6.9	-2.4	63.7*
CSc1nc(C)cc(-n2ccc(=O)[nH]c2=O)n1	0.1	-5.4	3.1	9.9	-0.4	9.0%	7.0	-3.7	-8.8
OCC(C#CCN1CCCCC1)NCc1ccccc1 (centres undefined)	11.0	-8.4	-0.8	2.9	-1.1	4.0%	-7.6	-1.4	18.4
CC(C)=CC(=O)Nc1nnc(-c2cccnc2)s1	-13.1	2.8	-0.3	-6.1	-0.5	8.0%	17.8	-2.6	-6.3
O=C(CN1C(=O)NC2(CCCC2)C1=O)N1CCN(C(=O)c2ccco2)CC1	-6.5	2.0	-6.6	-9.2	-0.2	4.0%	0.0	0.8	-17.5
Cc1ccccc1-n1nnnc1SCC(N)=O	-0.1	-2.4	3.1	2.5	-0.5	4.0%	21.2	0.3	-6.6
CC(C)Oc1ccc2nnnn2n1	-5.0	-13.1	3.5	-6.0	6.0	12.0%	-2.7	-1.1	-15.6
CCS(=O)(=O)c1nc2ccccc2n1CC(=O)N1CCOCC1	0.8	-16.7	0.3	-12.0	2.3	2.0%	6.8	0.2	-0.7
Cn1c(C(=O)N(Cc2ccccc2)Cc2ccccn2)cc2sccc21	1.8	-5.2	-4.3	22.4	-1.1	4.0%	-7.0	1.5	23.6
CC(C)(C)OC(=O)N1CC=C2C(C#N)=C(N)C(C#N)(C#N)[C@H](c3cccnc3)[C@H]2C1	2.9	-25.6	-29.8	.	-0.3	3.0%	1.3	0.4	3.5
COc1cc(N2CCOCC2)ncn1	-1.3	-24.9	-1.4	-6.6	0.3	5.0%	8.0	-1.7	-18.3
CC(CN1CCN(C)CC1)OC(=O)c1ccc(Cl)cc1 (centres undefined)	0.7	8.9	1.2	12.9	-0.1	10.0%	5.5	-6.5	-7.2
O=C(O)CSc1nnc(CNc2ccccc2Cl)n1-c1ccccc1	-1.4	-3.5	6.6	4.3	1.0	7.0%	-31.2	0.1	4.0

High-throughput results as filed in PubChem BioAssay.
